# High-throughput results: PubChem BioAssay, several laboratories
# NCF1 inh – inhibitors of human p47phox binding | P14598 | p47phox/p22phox peptide binding, fluorescence polarization, 2 h | inhibition, % at 24.7 µM | actives 0.53% (n = 220,000);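 active = inhibition above about 30%, limit read from the data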;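 note: 0% = p47phox with labelled peptide and 100% = labelled peptide alone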
# BaF3 parental – counter-screen for JAK2V617F inhibitors: parental Ba/F3 viability inhibitors; inhibition, % at 5.6 µM; actives 1.1% (n = 220,000); CellTiter-Glo ATP luminescence;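 active = inhibition above a per-campaign cutoff, the mean inhibition of all tested compounds plus 3 SD, cut at about 27% in these data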;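 note: 0% = DMSO wells and 100% = JAK Inhibitor I control wells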
# NPY-Y1 antag – blocks the human neuropeptide Y Y1 receptor. HEK293-CNG Y1 cells, membrane potential fluorescence; NPY at EC95, then isoproterenol. inhibition, % at 3.6 µM. actives 1% (n = 200,000). AID 1040;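 active = inhibition above the campaign mean inhibition of all tested compounds plus 3 SD, cut at about 20% in these data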;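 note: 0% = DMSO wells given NPY plus isoproterenol and 100% = isoproterenol alone without NPY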
# Target sequence (P25929 whole entry, looked up): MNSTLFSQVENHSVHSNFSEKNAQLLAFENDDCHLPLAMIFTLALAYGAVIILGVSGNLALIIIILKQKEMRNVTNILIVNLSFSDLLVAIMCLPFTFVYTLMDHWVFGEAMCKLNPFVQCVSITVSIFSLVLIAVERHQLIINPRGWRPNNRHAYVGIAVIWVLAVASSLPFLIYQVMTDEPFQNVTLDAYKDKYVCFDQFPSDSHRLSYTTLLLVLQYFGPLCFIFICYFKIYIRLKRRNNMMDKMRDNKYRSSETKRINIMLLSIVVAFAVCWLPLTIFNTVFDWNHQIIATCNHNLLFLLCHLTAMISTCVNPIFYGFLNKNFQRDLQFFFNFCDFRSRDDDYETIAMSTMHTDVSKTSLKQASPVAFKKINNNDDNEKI
#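 Material: HEK293 Y1/CNG channel cell line | Also added: NPY (25 nM), isoproterenol (1 µM), Ro 20-1724 (25 µM) | Compound: One concentration, 3.6 µM, in 0.4% DMSO | Schedule: 3 h dye uptake, 1 h room-temperature compound, 45 min post-isoproterenol | Signal: Membrane-potential fluorescent dye readout | Read-out: % inhibition of NPY effect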
# NPY-Y2 PAM-ag – potentiates or activates human NPY-Y2 receptor; P49146; cells expressing NPY-Y2, potentiator/agonist read-out; activation, % at 3.6 µM; actives 0.45% (n = 220,000); AID 1359; in the data active = activation above about 27%;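 note: cells stimulated with NPY near EC25 plus isoproterenol at EC100; 0% = vehicle plus submaximal agonist and 100% = vehicle plus saturating agonist; some results beyond the cut were filed as inactive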
# S1P4 antag – blocks the human S1P4 receptor; inhibition, % at 4.98 µM; S1P4-expressing cells, antagonist mode, reporter read-out; O95977; AID 1510; actives 0.26% (n = 220,000); in the data active = inhibition above about 29%;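 note: 0% = wells stimulated with agonist and 100% = vehicle wells without agonist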
# Target sequence (O95977 whole entry, looked up): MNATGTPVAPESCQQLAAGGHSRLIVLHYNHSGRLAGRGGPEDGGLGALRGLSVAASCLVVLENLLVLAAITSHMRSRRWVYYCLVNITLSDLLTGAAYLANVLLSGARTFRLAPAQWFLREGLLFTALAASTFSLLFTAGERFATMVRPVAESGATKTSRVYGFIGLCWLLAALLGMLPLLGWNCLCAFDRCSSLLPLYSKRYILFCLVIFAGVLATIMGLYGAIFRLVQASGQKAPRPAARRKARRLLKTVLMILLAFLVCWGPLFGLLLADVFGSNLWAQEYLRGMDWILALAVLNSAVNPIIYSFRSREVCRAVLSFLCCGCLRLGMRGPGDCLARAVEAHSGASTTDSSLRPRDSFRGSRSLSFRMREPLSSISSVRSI
# S1P4 agonist – human S1P4 receptor agonism; O95977; S1P4-expressing cell line, agonist reporter assay; activation, % at 4.98 µM; actives 0.35% (n = 220,000); AID 1509; in the data active = activation above about 11%;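 note: 0% = DMSO vehicle and 100% = reference agonist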
# CHOP inh – CHOP inhibition in unfolded protein response. CHO-K1 CHOP-promoter luciferase, tunicamycin-induced, 15-18 h. actives 3.8% (n = 220,000). inhibition, % at 10 µM;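 active = compounds that reduced the stress-induced luciferase reporter signal by more than about 70% of percent inhibition, limit read from the data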;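 note: 0% = tunicamycin plus vehicle and 100% = wells without tunicamycin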
# NPY-Y1 PAM-ag – potentiators or agonists of human neuropeptide Y receptor Y1; actives 0.37% (n = 220,000); P25929; activation, % at 3.6 µM; AID 1304; NPY-Y1 expressing cells, potentiator/agonist activation; in the data active = activation above about 33%, passing the limit was not always enough;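 note: cells stimulated with NPY at EC10 then isoproterenol at EC100; 0% = low agonist plus stimulus and 100% = saturating agonist plus stimulus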
# Ba/F3 V617F tox – lowers viability of Ba/F3 cells expressing EpoR and JAK2V617F | ATP luminescence | inhibition, % at 5.6 µM | actives 1.1% (n = 220,000) | AID 1446;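 active = inhibition above the campaign mean plus 3 SD over all tested compounds, cut at about 24% in these data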;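 note: cytokine-independent growth of Ba/F3 cells driven by EpoR plus mutant JAK2; 0% = DMSO-treated cells and 100% = JAK inhibitor I control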
# The depositor's hits bear a star; nt = no result given.
SMILES,NCF1 inh,BaF3 parental,NPY-Y1 antag,NPY-Y2 PAM-ag,S1P4 antag,S1P4 agonist,CHOP inh,NPY-Y1 PAM-ag,Ba/F3 V617F tox
Oc1[nH]c(N=C2N=c3ccccc3=N2)c2ccccc12,-16,6,nt,-15,14,0.6,-65,-2,21
Cc1ccc(C(=O)N/N=C2\CC3CC=CC23)c(C)c1 (stereo not given),2,6,8,-8,0,0.8,4,6,1
CCc1cc2c(=O)n(Cc3ccco3)c(SCC(=O)NC3CCS(=O)(=O)C3)nc2s1 (stereo not given),-5,4,11,2,-4,0.4,15,3,3
COc1ccc(N2CCN(C(=O)c3nc4nc(C)cc(C)n4n3)CC2)cc1,5,5,1,8,-6,-0.4,-9,11,-1
O=C1c2ccccc2C(=O)N1Cc1nc(-c2ccncc2)no1,-11,8,0,-14,-10,-3.2,20,-16,7
CCC(=O)Nc1ccc(S(=O)(=O)NCC2CCCO2)cc1 (stereo not given),10,1,-6,16,1,-0.2,-25,14,-4
CC(C)c1nc(SCC(=O)N2CC(=O)Nc3ccccc32)c2ccccc2n1,-6,3,-6,2,6,2.6,41,-15,-3
Cc1cc(C)c(S(=O)(=O)c2ccccc2C)c(N(C)C)n1,-11,-1,0,-7,-7,2.9,17,16,-2
CCOC(=O)N1CCN(C(=O)COc2cc(=O)n(C)c3ccccc23)CC1,-16,6,4,-10,9,-1.5,14,6,5
COc1ccccc1NC(=S)NC(NC(=O)c1ccco1)C(Cl)(Cl)Cl (stereo not given),-6,0,2,6,-12,1.4,16,-13,0
COc1ccc(C(=S)N2CCOCC2)cc1OC(=O)c1cccc([N+](=O)[O-])c1,2,3,6,-12,-13,1.2,32,-6,-1
CCc1ccc(CC2S/C(=C(\C#N)C(C)=O)NC2=O)cc1 (stereo not given),-7,0,3,-5,-18,1.2,-22,10,-4
CCOC(=O)CC1C(=O)NCCN1S(=O)(=O)c1ccc(Cl)cc1 (stereo not given),3,2,0,-3,-3,-0.9,31,18,-2
O=C(Cn1cnc2c(nnn2-c2ccccc2)c1=O)N1CCCc2ccccc21,-6,-1,1,14,6,2.1,-3,7,-3
CCOC(=O)c1sc(=S)n(Cc2ccccc2)c1C,2,1,nt,-4,-15,0.6,10,-25,-3

# 3 entries from above, ordered by the value under NPY-Y1 antag, descending.
compound | NCF1 inh | NPY-Y1 antag | NPY-Y2 PAM-ag | S1P4 antag | S1P4 agonist | CHOP inh | NPY-Y1 PAM-ag
CCc1cc2c(=O)n(Cc3ccco3)c(SCC(=O)NC3CCS(=O)(=O)C3)nc2s1 (stereo not given) | -5 | 11 | 2 | -4 | 0.4 | 15 | 3
Cc1ccc(C(=O)N/N=C2\CC3CC=CC23)c(C)c1 (stereo not given) | 2 | 8 | -8 | 0 | 0.8 | 4 | 6
CCOC(=O)CC1C(=O)NCCN1S(=O)(=O)c1ccc(Cl)cc1 (stereo not given) | 3 | 0 | -3 | -3 | -0.9 | 31 | 18

# The listing picks up, repeating the two entries before the break.
SMILES,NCF1 inh,BaF3 parental,NPY-Y1 antag,NPY-Y2 PAM-ag,S1P4 antag,S1P4 agonist,CHOP inh,NPY-Y1 PAM-ag,Ba/F3 V617F tox
O=C(Cn1cnc2c(nnn2-c2ccccc2)c1=O)N1CCCc2ccccc21,-6,-1,1,14,6,2.1,-3,7,-3
CCOC(=O)c1sc(=S)n(Cc2ccccc2)c1C,2,1,nt,-4,-15,0.6,10,-25,-3
Cc1ccc(-c2csc(NC(=O)c3cccs3)n2)cc1,-21,5,9,-9,1,-3.2,78*,-41,-1
Cc1ccccc1OCCNC(=O)CSc1ccc(C(F)(F)F)cc1[N+](=O)[O-],-7,6,15,-11,-11,0.6,52,-21,-2
N#Cc1c(NC(=O)CSc2ncn[nH]2)sc2c1CCCC2,14,6,-8,-7,12,-3.6,78*,-15,-1
O=C1c2cnccc2CN1Cc1ccccc1,-17,2,4,-12,-8,-0.2,10,17,1
CSc1ccccc1C(=O)NCc1ccc(C)cc1,-2,4,-2,1,-2,1.2,2,3,2
O=C1CC(c2ccccc2)Cc2nc3ncnn3cc21 (stereo not given),-10,80*,2,-6,-7,-0.1,22,-13,77*
CCc1ccccc1NC(=O)c1nnn(CC(=O)Nc2cccc(C)c2C)c1N,24,4,-1,-8,5,-0.3,-11,-20,7
CCOc1ccccc1NC(=O)NC(=O)N(C)S(=O)(=O)c1ccc(C)cc1,-3,9,3,4,-6,-0.6,58,6,0
Nc1nc(NCc2ccco2)nc(Nc2ccccc2)c1[N+](=O)[O-],76*,0,nt,9,-17,-0.9,20,12,-7
CCOc1ccc(/C=C/C(=O)Nc2ccc(OC)cc2[N+](=O)[O-])cc1,-31,2,2,-6,8,-2.5,-20,-3,-4
CNS(=O)(=O)c1cccc(C(=O)NCC2(N3CCOCC3)CCCCC2)c1,-6,9,2,-8,-2,-1.3,-7,7,2
COc1cccc(NC(=S)N(Cc2cccc(Br)c2)CC2CCC(C(=O)O)CC2)c1 (stereo not given),-11,2,-3,-1,3,0.3,-1,6,-1
NC(=O)c1cc(-c2ccccc2)sc1NC(=O)CN1CCCCC1,-8,9,-1,-7,-3,-1.0,42,11,4
O=C(CSc1nnc(CCCOc2ccc(Cl)cc2Cl)o1)Nc1ccc(C(=O)O)cc1,-4,4,-3,8,-10,2.2,23,19,-1
O=C(NNC(=O)c1ccccc1Br)c1ccc(SCC2CCCO2)c([N+](=O)[O-])c1 (stereo not given),-10,7,1,-5,7,-0.1,33,-9,-1
CC(C)N(Cc1nc(-c2ccccc2)no1)C(=O)CN(C)S(=O)(=O)c1ccc(Br)cc1,-10,7,4,-6,1,-1.1,44,2,-2
Cc1ccc(OCC(O)Cn2c(=N)n(CCN3CCOCC3)c3ccccc32)cc1 (stereo not given),1,4,17,-1,4,1.4,6,3,-1
COc1ccc(N(CC(=O)N2CCc3ccccc32)S(=O)(=O)c2c(C)nn(C)c2C)cc1,-16,3,-2,8,-13,-1.8,13,1,-6
Cc1ccc(C(=O)NNC(=O)c2ccccc2-n2cccc2)cc1,-15,4,4,-2,-5,0.3,11,-4,1
Cc1ccc(S(=O)(=O)/N=C2\C(=O)c3ccccc3C([O-])=C2n2cc[n+](CCC(C)C)c2)cc1,-16,2,-3,4,-65,-1.4,0,0,1
CCOC(=O)N1CCN(S(=O)(=O)c2cc(OCC)ccc2OCC)CC1,-5,7,1,-13,-11,-0.6,23,-9,1
Cc1cc(SCc2cc(=O)n3ccsc3n2)nc2ccccc12,-3,6,3,-5,-17,0.6,53,-9,3
C#CCSc1nc(=O)c2cccnc2n1-c1ccc(C)cc1,7,-7,nt,0,-1,1.0,6,-18,-4
Cc1cc2ccccn2c1C(=O)Nc1cccc(Cl)c1,-48,6,9,-10,-9,2.5,33,-6,0
COCCNc1oc(-c2cccs2)nc1S(=O)(=O)c1ccc(C)cc1,-1,6,1,6,-8,-1.0,20,-1,0
CCC(C)(C)NC(=O)/C=C/c1cc(OC)c(OC)c(S(=O)(=O)N2CCc3ccccc32)c1,-10,5,4,16,6,0.0,1,26,0
CCCCCC1CC(CC/C(C)=N/NC(N)=O)C(=O)O1 (stereo not given),0,0,nt,-20,-6,1.1,11,-2,-1
Nc1cc([N+](=O)[O-])ccc1N1C(=O)CCCC1=O,3,1,nt,7,0,0.6,2,11,-3
CC(=O)CC(C)(C)Nc1nc2ccc([N+](=O)[O-])cc2o1,-9,-3,nt,-15,-1,-0.6,-1,1,1
CCCS(=O)(=O)N1CCC(C(=O)NCC2CCCO2)CC1 (stereo not given),-3,0,-1,15,13,-1.5,10,-1,-2
COc1ccccc1CNc1ncnc2c1nnn2Cc1ccccc1,-8,0,11,11,1,0.1,54,19,-3
O=C(Nc1ccc2c(c1)CCC2)c1cc(S(=O)(=O)N2CCN(c3ccccc3)CC2)ccc1Cl,-237,4,-3,-16,-6,-0.4,70,-4,2
CN(NC1OC(=O)c2ccccc21)c1ccc(Cl)cc1[N+](=O)[O-] (stereo not given),-4,4,nt,9,2,-0.3,4,4,-3
O=C(Nc1nc2c(Br)cc(Br)cc2c(=O)s1)C1CCC1,-12,0,nt,-7,7,-0.4,91*,-11,-2
CC(C)(C)NS(=O)(=O)c1ccc(CCC(=O)Nc2ccc3c(c2)OCCO3)cc1,2,0,-3,4,-18,1.6,12,-6,-6
COc1cc(NC(=O)CS(=O)(=O)c2ccc(C)cc2)cc(OC)c1OC,-6,4,3,10,-11,-3.2,-54,6,1
COCc1cc(C)nc(Oc2ccccc2)c1C#N,3,3,2,-1,-12,2.3,-3,4,-2
Cc1cccc(NC(=O)CSc2nc3ccccc3c3nc(CCc4c(C)n[nH]c4C)nn23)c1,0,1,-2,4,-27,1.6,-3,-14,-2
CN(CCc1cnn(C)c1)C(=O)CCc1nnc(CCCc2ccccc2)o1,-1,4,0,3,-21,3.1,-23,3,-3
O=c1c2cnn(-c3ccccc3)c2ncn1Cc1cccnc1,-12,8,-5,3,-5,-1.8,11,13,6
Clc1cccc(Cl)c1CSc1nnc([C@@H]2CCCN2)o1,-20,-2,nt,-27,8,0.6,3,-23,-3
CC1(C)CC(=O)CC(C2(O)C(=O)N(Cc3ccccc3)c3ccccc32)O1 (stereo not given),-6,6,0,1,-12,1.4,15,21,-1
CCS(=O)(=O)c1ccc2oc(SCC(=O)NCCC3=CCCCC3)nc2c1,-14,4,-8,2,-5,-0.9,20,-20,-3
CN1C(=O)N(C)C2C1NC(=O)N2C (stereo not given),-1,0,-1,23,-10,-1.7,-2,0,-4
O=C(CCOc1ccccc1)NCC(c1ccco1)N1CCCCC1 (stereo not given),1,4,4,11,7,1.7,-3,7,-5
CCOc1ccc(-c2nc3n(c(=O)c2C#N)CCS3)cc1,-12,10,0,-5,-9,1.5,-26,5,1
CCc1ccc(NC(=O)CSc2nnc(-c3n[nH]c4ccccc34)n2-c2ccccc2)cc1,-3,10,-2,-7,-13,1.0,49,5,5
Cc1ccc(N2CC(C(=O)NCc3cccs3)CC2=O)cc1 (stereo not given),-9,4,-5,-1,7,1.1,-2,5,-2
CC(C)CNC(=O)C(=O)Nc1ccc(N(C)C)cc1,-7,6,-10,-9,-8,-1.5,-13,-6,2
CCCCc1nnc(NC(=O)C(C)Sc2nc(N)cc(=O)[nH]2)s1 (stereo not given),8,5,10,-5,-10,-0.9,-4,-10,3
O=C1CC(c2ccco2)Cc2c1cnn2-c1nc2ccccc2s1 (stereo not given),-3,5,0,1,-6,0.0,33,0,2
CN1CCN(Cc2cn[nH]c2-c2ccc(F)cc2F)[C@@H](c2ccccc2)C1,-4,11,0,-7,1,7.0,16,1,4
O=C(Nc1cnn(Cc2ccc(Cl)cc2Cl)c1)c1noc2c1CCCC2,-14,1,-2,-5,-16,0.3,56,7,-2
CC(C)(C)Cc1nc2ccccc2n1CCc1ccccc1,-5,6,11,-7,2,1.6,64,-1,-2
Cc1cc(C(=O)c2ccccc2)nc2ccccc12,-3,19,1,-7,-18,0.5,42,2,-4
COc1ccc(-c2cc(C3CCN(c4cc(Cl)nc(N)n4)CC3)[nH]n2)cc1,-28,2,0,11,9,1.0,73*,21,-5
O=C(Nc1nc(-c2ccccc2)c(-c2ccccc2)s1)c1ccc(S(=O)(=O)N2CCCCC2)cc1,-15,6,-1,7,-13,-0.8,41,-3,-3
Cc1cccc(N(CC(=O)NC2CCCC2)C(=O)CS(=O)CC(=O)Nc2ccc3c(c2)OCO3)c1 (stereo not given),-7,9,1,-6,-5,0.9,29,-1,-3
Cc1ccccc1OC1C(=O)N(Cc2ccc3c(c2)OCO3)C1c1sccc1C (stereo not given),-11,5,14,-39,-3,-2.3,33,-18,0
Cc1ccc(C)c(OCC(=O)NCCNC(=O)COc2cc(C)ccc2C)c1,0,4,9,-26,-25,1.9,38,-9,5

# Rows are unselected; overall some 7.1% were active at least once.
